Assay outcomes deposited in PubChem BioAssay by several laboratories.
OX1R antag-1 = antagonists of human orexin 1 receptor (OX1R). O43613. OX1R-expressing cells, FRET antagonist read-out. inhibition, % at 6.6 µM. 330,000 tested, 1.8% active. AID 485270; in the data active means inhibition mostly above about 38%, no sharp cut-off; inactive means mostly below about 40%;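 further: 0% = agonist challenge alone and 100% = reference antagonist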
Target sequence (O43613 whole entry, looked up): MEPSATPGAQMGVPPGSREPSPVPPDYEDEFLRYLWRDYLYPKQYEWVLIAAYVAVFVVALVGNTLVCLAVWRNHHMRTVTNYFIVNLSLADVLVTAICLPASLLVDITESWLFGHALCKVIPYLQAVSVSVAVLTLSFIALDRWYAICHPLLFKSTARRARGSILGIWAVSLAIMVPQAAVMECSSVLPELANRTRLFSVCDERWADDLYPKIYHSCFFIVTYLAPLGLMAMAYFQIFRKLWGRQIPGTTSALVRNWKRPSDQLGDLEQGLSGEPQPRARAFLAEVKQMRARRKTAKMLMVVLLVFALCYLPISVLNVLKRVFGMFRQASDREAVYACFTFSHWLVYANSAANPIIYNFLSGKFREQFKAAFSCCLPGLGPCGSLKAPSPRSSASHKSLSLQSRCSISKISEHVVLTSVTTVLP
CHT PAM = allosteric activators of human choline transporter CHT; 310,000 tested, 0.49% active; B-score at 10 µM; CHT-expressing cells, membrane potential dye, choline EC20; active compounds read high; LV-AA mutant CHT in HEK293 cells;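 active means initial fluorescence not abnormally high and integrated response B-score, plate-corrected, over 3 SD above library mean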
Target sequence (Q9GZV3 whole entry, looked up): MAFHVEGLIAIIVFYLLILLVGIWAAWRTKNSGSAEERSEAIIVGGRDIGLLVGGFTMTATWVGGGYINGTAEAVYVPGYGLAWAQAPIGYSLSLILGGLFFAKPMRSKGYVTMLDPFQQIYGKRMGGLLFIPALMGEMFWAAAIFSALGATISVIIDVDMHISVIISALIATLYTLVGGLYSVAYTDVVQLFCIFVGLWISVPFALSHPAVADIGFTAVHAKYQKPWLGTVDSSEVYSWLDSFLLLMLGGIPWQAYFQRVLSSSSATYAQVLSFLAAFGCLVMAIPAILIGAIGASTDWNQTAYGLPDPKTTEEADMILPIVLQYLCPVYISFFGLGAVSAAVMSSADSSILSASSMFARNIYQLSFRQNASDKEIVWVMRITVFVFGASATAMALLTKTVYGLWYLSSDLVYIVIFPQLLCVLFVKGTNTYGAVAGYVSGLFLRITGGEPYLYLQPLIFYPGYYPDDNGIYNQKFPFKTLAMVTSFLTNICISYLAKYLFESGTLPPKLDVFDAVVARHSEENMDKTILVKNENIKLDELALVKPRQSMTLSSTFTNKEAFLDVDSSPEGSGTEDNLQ
OX1R antag-2 = antagonists of human orexin 1 receptor. O43613. CHO/OX1R cells, Fluo-8 calcium fluorescence, orexin A. inhibition, % at 5 µM. 330,000 tested, 0.43% active. AID 434989;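 active means inhibition above its plate's threshold, mean inhibition of all tested compounds on the plate plus 3 SD, cut at about 37% in these data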;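 further: 0% = orexin A challenge wells and 100% = SB-334867-A antagonist wells; not every result past the cut was called active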
The depositor's hits bear a star; i = inactive; x = no result given.

SMILES	OX1R antag-1	CHT PAM	OX1R antag-2
COc1ccc(CCNC(=O)C2CCCN2C(=O)Nc2ccc(Cl)cc2)cc1OC (centres undefined)	8	i	-22
Cc1c(/C(O)=C2\C(=O)C(=O)N(CCN(C)C)C2c2cccnc2)cnn1-c1ccccc1 (centres undefined)	39	i	-15
COCCNC(=S)N1CCN(S(=O)(=O)c2ccc(Cl)s2)CC1	-1	i	-17
FC(F)(F)c1ccc(N=Cc2sc(N3CCOCC3)nc2-c2ccccc2)cc1	16	i	6
O=C(N1CCN(Cc2ccccc2)CC1)C(Cl)(Cl)Cl	18	i	-12
Cc1c(C(=O)N2CCCCC2)sc(N)c1C#N	8	i	-11
CSc1nc(-c2ccccc2)ccc1C(N)=O	4	i	-8
COc1ccc(CNCc2ccco2)cc1OCc1ccccc1	14	i	-17
CC1Cc2ccccc2N1C(=O)COC(=O)c1ccc(Cl)nc1 (centres undefined)	10	i	-10
Cc1ccsc1/C=N/Nc1ccc(Cl)nn1	23	i	-28
CN(c1ccccc1)S(=O)(=O)c1ccc(C(=O)NCc2ccc(F)cc2)cc1	3	x	15
Cc1cc(=O)oc2cc(OCC3CC(c4ccc(N(C)C)cc4)=NO3)ccc12 (centres undefined)	6	i	-33
Cn1c(=O)n(C)c2cc(NS(=O)(=O)c3ccccc3)ccc21	38	i	-20
N#CCC(=O)NN=C1CCCCCCCCCCC1	-3	i	-4
O=C(NN=C1c2ccccc2-c2ccccc21)c1ccccc1Br	49*	i	24
CC(C)C[C@H](NC(=O)C1CC(=O)N(c2ccc3c(c2)OCCO3)C1)C(=O)NC1CCCC1 (some centres undefined)	1	i	-2
CCC(=O)N1CCc2cc(Br)cc(S(=O)(=O)Nc3c(C)n(C)n(-c4ccccc4)c3=O)c21	33	i	-23
O=C(CSc1nnc(NC(=O)c2ccco2)s1)Nc1ccccc1Br	14	i	-10
CCCC(=O)C1=C(c2ccccc2)C(C#N)(C#N)C(C#N)=C1N	20	i	-5
CCc1nnc(N/N=C/c2c(Cl)cccc2Cl)n1N	45*	i	-14
Cc1ccc2nc(-c3ccccc3)cc(C(=O)NCCCn3ccnc3)c2c1	9	i	-22
COc1cccc(C2NC(=O)NC(C)=C2C(=O)OCC2CCCO2)c1 (centres undefined)	2	i	-9
CN(C(=O)c1cccc(NC(=O)C2CCCN(C(=O)OC(C)(C)C)C2)c1)C1CCCC1 (centres undefined)	11	x	-20
CCOc1ccc(NC(=S)N2CCC(c3nc4ccccc4[nH]3)CC2)cc1	5	i	-20
Cc1ccc(/C=N/Nc2nc(N3CCOCC3)nc(N3CCOCC3)n2)o1	15	i	-13
CC1(C)Cc2c(sc(NC(=O)c3ccc4ncsc4c3)c2C(N)=O)C(C)(C)N1	9	i	-12
O=C(CSc1nnc(CNC(=O)c2c(F)cccc2F)o1)Nc1ccc2c(c1)OCCO2	-7	i	-22
COc1ccc(NC(=O)CSc2nc(=O)n(CCN3CCOCC3)c3c2CCC3)c(OC)c1	11	i	-28
COc1ccc(S(=O)(=O)NC2CCCCCC2)cc1C(N)=O	6	i	-5
COCC(C)n1c(C)cc(C(=O)Cn2c(=O)oc3ccccc32)c1C (centres undefined)	26	i	-2
O=C(CSCC(=O)N1CCCCC1)Nc1nc(-c2ccccc2)c(-c2ccccc2)s1	13	i	-35
O=C(COC(=O)C12CC3CC(CC(Cl)(C3)C1)C2)Nc1ccccc1	1	x	4
S=C(NCCc1ccccn1)Nc1ccc(Cl)cc1Cl	9	i	-9
CSCCC(NC(=O)c1ccccc1)C(=O)NNC(=O)c1csc(N2CCOCC2)n1 (centres undefined)	9	i	-31
Cc1ccc(N2CCN(S(=O)(=O)N3CCOCC3)CC2)cc1C	14	i	-6
Nc1nc(SCCOc2ccccc2)n[nH]1	4	i	-7
CC(C)C(=O)NC(c1cccs1)c1cc([N+](=O)[O-])c2cccnc2c1O (centres undefined)	20	i	-4
Cc1nnc(SCC(=O)N2CCN(S(=O)(=O)c3ccc(Cl)cc3)CC2)n(N)c1=O	18	i	-8
COc1ccc(-n2nc(C(=O)NCC(=O)N3CCCCC3)c3ccccc3c2=O)c(OC)c1	28	i	-34
COc1cc(COCC(O)CN2CCN(CCN3C(=O)c4cccc5cccc(c45)C3=O)CC2)cc(OC)c1OC (centres undefined)	22	i	-29
O=C1C2C3CCCC3=C3CCCC3C2C(=O)N1c1ccc(Cl)cc1 (centres undefined)	11	i	-18
O=C(COC(=O)c1ccccn1)Nc1c(Cl)cccc1Cl	8	i	-13
COc1ccccc1CC1S/C(=N/N=C/c2ccco2)NC1=O (centres undefined)	15	i	-7
CC(=O)N1CCN(S(=O)(=O)c2cccc(C(=O)N(Cc3ccccc3)c3ccc(C)cc3)c2)CC1	16	i	-42
CC(C)n1nc(C(=O)Oc2ccc(Cl)cc2)c2ccccc2c1=O	13	i	-9
CC1CCCN(C(=O)COC(=O)c2ccc(=O)n(Cc3ccccc3)n2)C1 (centres undefined)	6	i	-4
CCN(CC)C(=O)CCc1nnc(Cc2cccc(C(F)(F)F)c2)o1	20	i	-19
CN1/C(=C\C(=O)c2cncc(Br)c2)C(C)(C)c2ccccc21	19	i	37
CCOC(=O)C1CCCN(C(=O)Cc2ccc(Cl)cc2)C1 (centres undefined)	15	i	-20
Cc1ccc(/C(O)=C2/C(=O)C(=O)N(Cc3cccnc3)C2c2ccccn2)cc1 (centres undefined)	8	i	-1
CC1CCN(C(=O)c2nc[nH]c2C(=O)N2CCc3ccccc3C2)CC1	0	x	-24
O=C(c1ncc[nH]1)c1cccs1	8	i	-7
COc1ccc(N2CCN(C(=O)CSc3ncccc3-c3nc4ccccc4[nH]3)CC2)cc1	-1	i	-23
c1ccc(-c2noc(-c3cccnc3)n2)cc1	5	i	-3
Cc1nn2cc(-c3ccccc3)nc2s1	11	i	-20
COc1cccc(C(=O)Oc2cc(C)[nH]c(=O)c2[N+](=O)[O-])c1OC	10	i	-13
Cc1nnc(NC(=O)c2ccc(S(=O)(=O)N3CCCCC3)cc2)s1	0	x	-1
CC12CCCCN1CCCc1c2[nH]c2ccccc12 (centres undefined)	16	i	-20
COc1ccc(-c2cc(C(=O)Nc3cccc(O)c3)no2)cc1	11	i	-23
C[C@@H]1CN([C@@H](C)CO)C(=O)c2cc(NC(=O)Nc3ccccc3)ccc2O[C@H]1CN(C)C(=O)Nc1cccc2ccccc12	6	x	0

(list continues)
SMILES	OX1R antag-1	CHT PAM	OX1R antag-2
Cc1ccc2c(CC(=O)Nc3nc(C)cs3)coc2c1	12	i	-23
O=C(Cn1ccc2ccccc2c1=O)N1CCN(Cc2ccc3c(c2)OCO3)CC1	38	i	-19
C=C[C@@H]1c2cc(C)ccc2N(S(=O)(=O)c2ccc(C)cc2)[C@H](c2ccccc2C(F)(F)F)C1(C#N)C#N	-1	x	2
COc1ccc(N=Nc2nc(-c3ccccc3)c(-c3ccccc3)[nH]2)cc1	19	i	-20
Cc1ccc(S(=O)(=O)N2CCC(C(=O)OCC(=O)N3CCCC3=O)CC2)cc1C	1	i	-9
CCOC(=O)c1[nH]c2ccc(OC)cc2c1NC(=O)CCN1CCC(C)CC1	13	i	-13
CCc1cc2c(COC(=O)c3cc(S(=O)(=O)N4CCOCC4)ccc3F)cc(=O)oc2cc1O	23	x	33
COc1ccc(-c2nc(CN3CCC(C(=O)NC4CCCC4)CC3)c(C)o2)cc1OC	18	i	-20
CN(C)c1ccc(/C=[N+](\[O-])C(C)(C)/C=N/O)cc1	6	i	-9
CCCCC(CCCCl)C(=O)Nc1ccccc1 (centres undefined)	12	i	-7
CC(C)C(=O)N1CCN(c2ccc(NC(=O)c3ccc4c(c3)OCCO4)cc2Cl)CC1	4	i	-20
O=C(OCc1ccccc1)/C(=C/c1ccccc1Cl)NC(=O)c1ccco1	29	i	-26
CN(Cc1nc(-c2cccnc2)no1)S(=O)(=O)c1ccccc1	25	i	-10
N#Cc1ccc(OCC(=O)NNC(=S)NC(=O)C2CC2)cc1	22	x	2
FC(F)(F)c1cccc(N2CCN(C(=S)NC3CCCC3)CC2)c1	21	i	29

Gathered by group: those above containing a thiophene ring, fused or not (6)
SMILES	OX1R antag-1	CHT PAM	OX1R antag-2
COCCNC(=S)N1CCN(S(=O)(=O)c2ccc(Cl)s2)CC1	-1	i	-17
Cc1c(C(=O)N2CCCCC2)sc(N)c1C#N	8	i	-11
Cc1ccsc1/C=N/Nc1ccc(Cl)nn1	23	i	-28
CC1(C)Cc2c(sc(NC(=O)c3ccc4ncsc4c3)c2C(N)=O)C(C)(C)N1	9	i	-12
CC(C)C(=O)NC(c1cccs1)c1cc([N+](=O)[O-])c2cccnc2c1O (centres undefined)	20	i	-4
O=C(c1ncc[nH]1)c1cccs1	8	i	-7

Following part
SMILES	OX1R antag-1	CHT PAM	OX1R antag-2
O=C(NCc1ccco1)/C(=C/c1cccnc1)NC(=O)c1cccc(Br)c1	3	i	-14
O=c1ccc2ccc(OCCOc3cccc(Cl)c3)cc2o1	17	i	-27
CCOc1cc(C2NC(=O)c3ccccc3O2)ccc1OC (centres undefined)	6	i	4
COc1ccc(Cl)cc1NC(=O)C/C(C)=N/NC(=O)c1ccccc1[N+](=O)[O-]	24	i	-11
Cc1nc2c(nnn2Cc2c(Cl)cccc2Cl)c(=O)[nH]1	6	i	-26
Cc1cc(C)nc(NC(=O)c2cccs2)n1	2	i	-4
COc1ccc(-n2c(=S)[nH]c3sc(-c4ccccc4)cc3c2=O)c(OC)c1	3	i	-18
Cc1nnc(SCCC#N)n(CCC#N)c1=O	8	i	4
O=C(NCc1ccccc1F)c1cccc(S(=O)(=O)N2CCCCCC2)c1	4	x	-12
Nc1nnc(SCC(=O)OCC(=O)Nc2ccccc2F)s1	26	i	-18
CCOc1ccc(S(=O)(=O)N2CCCC(C(=O)NCc3ccccn3)C2)cc1Cl (centres undefined)	25	i	-32
Cc1cc(=O)oc2c(C)c(OC3CCCCC3=O)ccc12 (centres undefined)	-1	i	-44
O=C(NCc1nnc(SCC(=O)N2CCCC2)o1)c1ccco1	11	i	5
CSc1nc2c(c(=O)[nH]1)C(c1ccc(F)cc1)CC(=O)N2 (centres undefined)	-3	i	-9
CCOc1ccc(S(=O)(=O)N2CCN(C)CC2)cc1NC(=O)c1ccccc1F	7	i	-20
Cc1c2cnn(CC(=O)Nc3c(F)c(F)cc(F)c3F)c(=O)c2c(C)n1Cc1ccccc1F	26	i	-7
COc1ccc(-n2nc3c(c2NC(=O)C2CC2)CS(=O)C3)cc1 (centres undefined)	12	i	10
O=C1[C@H]2CCC=C[C@H]2[C@H](c2cccc(Br)c2)N1Cc1ccccc1	18	x	18
O=C(N/C(=C/c1ccco1)C(=O)N1CCCCC1)c1cccs1	10	i	-7
Cc1noc(C)c1NC(=O)N(C)C[C@H]1Oc2ccc(NS(=O)(=O)c3cccs3)cc2C(=O)N([C@H](C)CO)C[C@@H]1C	11	x	-10
CCCCn1c(N)c(N(CCOC)C(=O)c2cccc(-n3cnnn3)c2)c(=O)[nH]c1=O	14	i	-6
Cc1cn([C@@H](CCCCNC(=O)OC(C)(C)C)C(=O)NCCCCCCCCCCC(=O)N2CCN(C(=O)OC(C)(C)C)CC2)nn1	61*	i	36
COc1ccc(Cc2n[nH]c(=S)n2C)cc1Br	18	i	-3
Cc1cc(=O)nc2c3ccccc3n(CC(=O)NCCCN3CCCCC3C)n12 (centres undefined)	2	i	-1
Cc1ccccc1C(=O)N1CCN(c2ccc(NC(=O)CSc3ccc(Cl)cc3)cc2)CC1	23	i	13
CO/N=C(\CS(=O)(=O)Cc1ccc(OC)cc1)c1ccc(Cl)cc1	27	i	-30
CCOC(=O)C1=C(C)NC2=C(C(=O)CCC2)C1c1cn(Cc2ccc(Cl)cc2Cl)nc1-c1ccccc1 (centres undefined)	25	i	13
CCN(CC)CCNC(=O)C(=O)Nc1cc2c3c(c1)CCC(=O)N3CCC2	5	i	0
Cc1cc(Cl)ccc1OCCCC(=O)NCCc1nnc2ccccn12	7	i	-13
CCC(=O)Nc1cccc(NC(=O)CSc2nc3c(c(=O)n(C)c(=O)n3C)n2C)c1	17	i	2

Records above that bear a hit mark in OX1R antag-1:
compound,OX1R antag-1,OX1R antag-2
O=C(NN=C1c2ccccc2-c2ccccc21)c1ccccc1Br,49*,24
CCc1nnc(N/N=C/c2c(Cl)cccc2Cl)n1N,45*,-14
Cc1cn([C@@H](CCCCNC(=O)OC(C)(C)C)C(=O)NCCCCCCCCCCC(=O)N2CCN(C(=O)OC(C)(C)C)CC2)nn1,61*,36

Rewritten with values under each structure: part of the list above
Order of values – OX1R antag-1	CHT PAM	OX1R antag-2
> COc1ccc(Cc2n[nH]c(=S)n2C)cc1Br
  18	i	-3
> COc1ccc(-n2nc3c(c2NC(=O)C2CC2)CS(=O)C3)cc1 (centres undefined)
  12	i	10
> CCOC(=O)C1=C(C)NC2=C(C(=O)CCC2)C1c1cn(Cc2ccc(Cl)cc2Cl)nc1-c1ccccc1 (centres undefined)
  25	i	13
> O=C(N/C(=C/c1ccco1)C(=O)N1CCCCC1)c1cccs1
  10	i	-7

(next part)
SMILES	OX1R antag-1	CHT PAM	OX1R antag-2
CCOC(=O)c1c(NCC(C)C)c2ccccc2[nH]c1=O	3	i	-10
Cc1ccc(S(=O)(=O)N2CCOC2CNC(=O)C(=O)NCCN2CCOCC2)cc1 (centres undefined)	17	i	-7
COc1ccc(C(=O)NCC(=O)N/N=C(C)\C=C\c2ccccc2)cc1OC	18	i	-29
CC(C)(NO)/C(=N\O)c1ccccc1	15	i	-3
O=C(COc1ccc2c(-c3ccccc3)cc(=O)oc2c1)NCCCN1CCOCC1	42	i	-2
CCCc1nc(SCC(=O)c2ccccc2)c2c(=O)n(C)c(=O)n(C)c2n1	6	i	-26
O=C1NC(=O)C(c2cn(-c3ccccc3)nc2-c2ccc(F)cc2)N1 (centres undefined)	5	i	-5
